Screens (PubChem)
phage Ecoli inh – E. coli growth loss with phage present; growth absorbance; inhibition, % at 11.9 µM; hit rate 0.26% among 360,000; in the data active = inhibition above about 11%
E coli growth – reduces bacterial viability in AddAB counter-screen | AID 449728 | E. coli V3065 growth, OD600 absorbance, 18 h | hit rate 0.27% among 330,000 | inhibition, % at 11.9 µM;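 active = inhibition above the campaign's mean inhibition across all tested compounds plus 3 SD, cut at about 9.9% in these data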;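 note: uninfected addAB+ strain grown without phage in ampicillin broth; 0% = DMSO wells and 100% = ciprofloxacin 0.95 µg/ml wells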
HTR5A inv ctr – inverse agonist of human HTR5A in OPRM1-OPRD1 counter-screen; AID 504634; P47898; hit rate 0.083% among 340,000; inhibition, % at 9.3 µM; HTR5A cell line, luminescence, inverse agonism; in the data active = inhibition mostly above about 23%, no sharp cut-off; inactive = mostly below about 18%;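 note: 0% = cells with DMSO and 100% = no-cell wells with DMSO; some compounds called inactive have numbers as strong as hits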
Target sequence (P47898 whole entry, looked up): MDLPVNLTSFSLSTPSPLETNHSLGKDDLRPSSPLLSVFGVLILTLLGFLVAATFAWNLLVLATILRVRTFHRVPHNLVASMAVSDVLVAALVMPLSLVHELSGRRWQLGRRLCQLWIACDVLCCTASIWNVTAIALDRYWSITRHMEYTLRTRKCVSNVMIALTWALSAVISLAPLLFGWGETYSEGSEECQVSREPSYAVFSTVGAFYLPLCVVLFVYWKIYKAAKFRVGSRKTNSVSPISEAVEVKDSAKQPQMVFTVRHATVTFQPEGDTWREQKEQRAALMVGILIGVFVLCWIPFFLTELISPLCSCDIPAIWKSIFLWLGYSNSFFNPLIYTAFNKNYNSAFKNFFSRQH
Tat transport – blocks Tat-dependent protein export in E. coli; E. coli MC4100 TorA-mCherry Tat export, fluorescence; hit rate 0.036% among 340,000; AID 488895; inhibition, % at 10 µM;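 active = mean replicate inhibition at least 50% and at least half of replicates individually reaching 50%; inconclusive = only one of the two criteria met; inactive = neither criterion met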;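 note: exported cargo escapes ClpAP degradation while cytoplasmic cargo is degraded and loses fluorescence; 0% = median of neutral control wells and 100% = median of NaSCN control wells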
AddAB inh – less growth of phage-infected E. coli with AddAB; AID 435030; inhibition, % at 11.9 µM; hit rate 0.29% among 330,000; E. coli expressing H. pylori AddAB, absorbance growth; in the data active = inhibition above about 12%;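 note: 0% = vehicle wells of infected cells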
PfHsp90 set2 – inhibits growth of yeast expressing Plasmodium falciparum Hsp90. S. cerevisiae expressing PfHsp90, BacTiter-Glo ATP, 48 h; yeast lacking PDR1 and PDR3 efflux regulators. hit rate 0.32% among 310,000. inhibition, % at 9.4 µM;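 active = every replicate shows inhibition above about 80%, whatever the replicate mean, limit read from the data; inconclusive = mean inhibition reaches the set limit but some replicate falls short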;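 note: 0% = DMSO neutral controls and 100% = 20 µM radicicol positive controls; yeast relying on Plasmodium falciparum Hsp90 in place of its own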
PKA-R2B act – PKA-R2B complex activation. P22694+P31323. PKA-R2B holoenzyme dissociation, Cy5-IP20 fluorescence polarization; R2B truncated from residue 108, S112A mutant; 0% DMSO only, 100% 113 µM cGMP. activation, % at 11.4 µM. hit rate 0.079% among 340,000. AID 504700;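 active = activation above a cutoff set at the mean over all compounds plus 3 SD, cut at about 18% in these data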;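 note: higher means more holoenzyme dissociation and a rise in polarization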
Target sequence (P31323 whole entry, looked up, other chains not shown, the tested form may be a part): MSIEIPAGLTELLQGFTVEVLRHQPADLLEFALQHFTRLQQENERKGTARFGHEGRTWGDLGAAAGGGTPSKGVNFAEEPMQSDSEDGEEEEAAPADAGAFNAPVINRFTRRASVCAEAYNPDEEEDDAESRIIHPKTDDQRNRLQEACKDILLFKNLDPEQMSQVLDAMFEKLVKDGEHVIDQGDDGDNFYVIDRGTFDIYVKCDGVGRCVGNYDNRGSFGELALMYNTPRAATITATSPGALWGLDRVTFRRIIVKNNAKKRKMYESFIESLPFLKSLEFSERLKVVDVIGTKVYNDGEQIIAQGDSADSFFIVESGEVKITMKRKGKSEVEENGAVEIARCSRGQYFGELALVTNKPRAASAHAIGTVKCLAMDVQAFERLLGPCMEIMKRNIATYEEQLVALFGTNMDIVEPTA
OPRM1-OPRD1 ag – agonists of human mu-delta opioid receptor heterodimerization | P35372+P41143 | cells, OPRM1-OPRD1 heterodimerization, luminescence | activation, % at 9.3 µM | hit rate 0.3% among 340,000; in the data active = activation above about 18%;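 note: 0% = vehicle-treated cells and 100% = reference agonist; values of inactives mirror those of a sister screen read the other way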
PKA-R1A activ – activators of PKA-R1A complex. P00514+P68181. PKA-R1A dissociation, Cy5-IP20 fluorescence polarization; scaled: DMSO 0%, 113 µM cGMP 100%. activation, % at 11.4 µM. hit rate 0.083% among 340,000. AID 504707;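 active = percent activation above the mean of all tested compounds plus 3 SD, cut at about 19% in these data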;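 note: higher means more PKAc released from R1A so a rise in polarization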
Mot1-301 SUMO – blocks SUMOylation pathway, rescuing yeast Mot1-301 growth; hit rate 1% among 320,000; growth rescue, % at 18.8 µM; AID 2716; S. cerevisiae Mot1-301 growth rescue, ATP luminescence, 38.5C; percent above DMSO median, 100 means doubled;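 active = every valid replicate shows activation above 250% relative to neutral control wells; inactive = the rest, any valid replicate at or below 250%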;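 note: OY570 slx delta 5 strain wells were the positive control but not used for scaling; some compounds called inactive have numbers as strong as hits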
MOR-DOR inv ag – inverse agonist of human OPRM1-OPRD1 heterodimerization. P35372+P41143. cell-based MOR-DOR heterodimer luminescence, inverse agonism. inhibition, % at 9.3 µM. hit rate 0.21% among 340,000. AID 504357; in the data active = inhibition above about 22%, passing the limit was not always enough;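 note: 0% = cells with DMSO and 100% = wells without cells with DMSO; values of inactives mirror those of a sister screen read the other way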
* hit, by the source's call; u = inconclusive; x = no result given; + = active, no number. Outcome played no part in choosing rows (roughly 2.2% active in at least one column).

SMILES	phage Ecoli inh	E coli growth	HTR5A inv ctr	Tat transport	AddAB inh	PfHsp90 set2	PKA-R2B act	OPRM1-OPRD1 ag	PKA-R1A activ	Mot1-301 SUMO	MOR-DOR inv ag
COc1cccc(CN(C)CC(=O)Nc2sc3c(c2C#N)CCC3)c1OC	1.1	1.1	-1	0	0.3	7	-1	-2.0	0	x	11
O=C(c1c(F)cccc1F)N1CCCC(c2nc(-c3cccs3)no2)C1 (stereo unspecified)	0.6	0.6	-7	-9	3.9	-1	-5	-3.0	14	12	16
COc1ccc(NC(=O)CSc2nnc(-c3ccccn3)n2-c2ccccc2)cc1OC	1.7	-1.7	-26	1	-0.9	-13	-16	-0.1	-5	475*	1
CC1CCc2sc(NC(=O)c3ccc(N4C(=O)CCC4=O)cc3)c(C(N)=O)c2C1 (stereo unspecified)	1.2	-0.2	-1	2	0.6	8	4	-2.2	-6	-3	11
Cc1ccc(C(O)CCc2ccc(N)cc2)cc1 (stereo unspecified)	3.1	-1.1	-3	-2	-1.1	16	3	-1.7	-2	-12	8
COCCNc1nnc(SCC(=O)c2c[nH]c3ccccc23)s1	4.2	0.0	-6	-10	0.5	17	-8	-0.4	4	-22	2
COc1ccc(-c2cc(C(=O)N3CCN(c4ccc(F)cc4)CC3)no2)cc1OC	0.8	-0.6	-8	-1	1.9	-22	13	1.3	0	-7	-9
CCc1cccc(N(C(=O)c2csnn2)C(C(=O)NC2CCCCC2)c2cccnc2)c1 (stereo unspecified)	-0.1	-2.5	-8	10	-0.2	-9	5	-2.8	2	1	17
CC(=O)Nc1ccc(OC(=O)c2c(-c3ccccc3Cl)noc2C)cc1	0.6	-0.5	-18	5	1.9	x	-24	-2.4	-9	-19	13
Cc1cccc(C(=O)N2CCCC(N3CCN(Cc4ccc5c(c4)OCO5)CC3)C2)n1 (stereo unspecified)	0.2	-1.5	-13	18	4.6	-2	-5	-1.9	-10	240	13
Cc1nc(=S)c2ccccc2[nH]1	2.7	0.3	8	-13	0.5	-4	0	2.6	-10	79	-16
CN(CCCn1c(=S)[nH]c2ncccc2c1=O)Cc1ccccc1	1.7	1.6	-10	2	1.9	-1	5	0.0	9	253	0
CC(C)NS(=O)(=O)c1ccc(NC(=O)Cc2ccsc2)cc1	0.5	1.2	-1	-6	3.2	-15	0	-1.9	4	-8	9
CS(=O)(=O)N1CCN(C(=O)c2ccccc2)C1	-0.3	0.9	-24	-1	-2.3	11	-4	-0.6	-2	-5	3
Cc1ccc(N=Cc2c(C)[nH]n(-c3ccccc3)c2=O)nc1	0.1	1.8	-14	-7	0.9	-31	2	0.2	2	291	-1
CCOC(=O)/C(C#N)=C/c1ccc(N2CCN(C)CC2)cc1	0.6	0.6	4	-1	1.2	-14	-4	-0.5	-3	8	3
Cc1cc2ncn(CCOc3ccccc3)c2cc1C	2.6	2.0	-13	u	3.5	10	-16	-3.2	-13	8	18
Cc1cc(C(=O)N2CCc3c([nH]c4ccccc34)C2c2cccc(Cl)c2)nn1C (stereo unspecified)	2.9	-1.3	-11	0	3.3	-22	-13	0.9	-4	-26	-4
O=C(O)C1CCCCC1C(=O)Nc1ccc(-c2ccccc2)cc1 (stereo unspecified)	4.5	0.0	8	-3	-5.0	-23	-3	1.2	-13	-2	-7
O=C(O)COc1ccccc1/C=N/n1c(C2CCCCC2)n[nH]c1=S	0.0	x	2	-10	x	10	-2	-2.9	1	1	14
CCOC(=O)c1c(NC(=O)c2cccs2)sc(CC)c1-c1cccs1	-0.7	-2.3	-30	-3	-2.8	20	2	-1.3	-4	-20	7
O=c1n(Cc2ccc(F)cc2)nc2n1-c1ccccc1SC2	0.4	-0.7	-1	14	1.2	10	-1	-2.6	-2	24	13
Cc1ccc(C)c(NC(=O)CN(C)C(=O)c2cc3c(s2)CCCCC3)c1	2.9	0.4	-5	-1	4.5	4	2	0.0	-6	7	0
CCN(CC)c1ccc(C=C2C(=O)OC(c3ccccc3)OC2=O)cc1 (stereo unspecified)	3.4	-0.6	23	-1	-0.8	-6	3	-0.5	9	+	3
O=C(NNc1cccc(Cl)c1)c1cccnc1Oc1ccccc1	2.9	-0.9	4	-2	-2.3	4	7	-4.0	-1	219	20
CC(C)(C)C1CCc2c(sc(NC(=O)c3cccs3)c2C(N)=O)C1 (stereo unspecified)	2.5	0.3	3	-3	2.2	-15	7	-0.2	-5	22	1
CC(=O)Nc1cccc(/C(C)=N/Nc2ccc(S(=O)(=O)Nc3ccccc3C(=O)O)cc2[N+](=O)[O-])c1	2.5	x	28	34	x	x	-3	-2.5	1	x	9
COc1cc(/C=C/C(=O)OCC(=O)NCCN2C(=O)CSC2=O)ccc1OCC#N	0.1	-1.8	8	2	3.4	14	3	2.6	-18	0	-10
O=C(CN1CCN(S(=O)(=O)c2ccc(Cl)c(Cl)c2)CC1)N1CCCCC1	1.8	2.8	18	-3	0.4	-1	-6	-2.5	3	0	10
O=C(COC(=O)Cn1cnc2ccccc2c1=O)Nc1ccc2c(c1)OCO2	2.9	-0.4	1	6	2.4	4	-14	-2.2	4	-6	11
CCC1(c2ccc(F)cc2)NC(=O)N(CC(=O)N2CCOCC2)C1=O (stereo unspecified)	2.3	-0.1	-8	-5	2.9	3	0	-2.7	-1	-13	12
CCN(C(=O)CN1CCC(C)CC1)c1c(N)n(Cc2ccccc2)c(=O)[nH]c1=O	3.2	x	-22	2	x	-3	-15	-0.7	3	x	4
COc1ccc(NC(=O)CCNC(=O)Cn2cnc3sc4c(c3c2=O)CCCC4)cc1OC	0.3	-0.9	8	-1	4.0	14	9	-1.1	9	-13	7
Cc1cc(NC(=O)c2ccccc2Cl)no1	0.7	-0.5	-4	-3	-0.8	4	5	0.0	-12	-20	0
C/C(=N\NC(=O)c1ccc(Br)cc1)c1cccc(NC(=O)c2cccnc2)c1	3.2	-4.8	8	-3	3.9	-13	-5	0.6	-6	23	-4
O=C1CCC([N+](=O)[O-])C(c2ccccc2Cl)N1 (stereo unspecified)	1.1	-1.7	-14	0	2.2	-11	-1	-0.1	1	-5	0

Looked up above.
For PKA-R2B act, O=C(O)C1CCCCC1C(=O)Nc1ccc(-c2ccccc2)cc1 (stereo unspecified) reads -3
For OPRM1-OPRD1 ag, Cc1cc(NC(=O)c2ccccc2Cl)no1 reads 0.0

(cont.)
SMILES	phage Ecoli inh	E coli growth	HTR5A inv ctr	Tat transport	AddAB inh	PfHsp90 set2	PKA-R2B act	OPRM1-OPRD1 ag	PKA-R1A activ	Mot1-301 SUMO	MOR-DOR inv ag
O=C(COC(=O)Cc1cccs1)Nc1ccccc1	-1.1	-0.4	15	0	3.6	-28	5	-1.6	4	0	9
CC(=O)N(CCC(Cc1ccccc1)c1ccc2c(c1)OCO2)Cc1ccc(Cl)cc1 (stereo unspecified)	2.2	0.5	-27	13	-0.4	-99	-5	2.1	0	-19	-11
COC(=O)c1c(NC(=O)c2c(-c3ccccc3Cl)noc2C)sc2c1CCC2	2.8	-2.6	-29	-1	0.4	-6	-2	2.7	0	0	-15
COc1ccc2nnc(-c3ccccc3)n2n1	1.9	1.6	3	2	3.6	x	12	1.4	-7	x	-7
CC12COC3(C(=O)NCCc4ccccc4)CC1CCC32C (stereo unspecified)	0.4	-0.6	12	-1	5.9	5	-5	0.9	11	-16	-4
Cc1ccc(NC(=S)N2CCN(C(=O)C3CCCO3)CC2)c(C)c1 (stereo unspecified)	3.0	-0.6	-22	-3	1.2	-2	-2	-0.3	8	3	2
CC(=O)N/C(=N\OCc1ccc(Br)cc1)c1nonc1NC(C)=O	2.6	1.4	-2	-6	1.7	0	-11	0.6	1	24	-4
Cc1cc(NC(=O)CCC(=O)N(CC2CCCO2)C(C(=O)NC2CCCC2)c2cccnc2)no1 (stereo unspecified)	2.7	0.6	-1	-16	1.4	-30	-1	-0.8	2	-12	5
COc1cc(NC(=O)c2ccccc2NS(=O)(=O)c2ccc(Cl)s2)cc(OC)c1	8.6	0.6	8	-9	5.7	-7	-27	3.7	-13	3	-20
C=CCn1c(CNC(=O)c2cccs2)nnc1SCc1ccc(Cl)cc1Cl	2.8	-0.3	30	10	3.3	15	-3	-0.6	-5	-22	2
COc1ccccc1CN1C[C@@H]2C[C@@H](c3[nH]c4c(C)cccc4c3C)N3CCC[C@@]23C1=O	0.4	2.0	15	-3	-1.3	x	0	0.3	-2	6	-2
COc1ccc2nc(/C=N/NC(=O)[C@@H]3CCCN3C(=O)OC(C)(C)C)ccc2c1	0.0	-1.8	-3	4	-2.3	-6	-7	-2.4	-13	9	12
CCOc1ccccc1N(CC(=O)NCCSCc1ccco1)S(=O)(=O)c1ccccc1	-2.1	-1.6	-7	4	2.6	7	2	-2.4	-6	-2	12
O=C(N/N=C/c1cc(Cl)ccc1O)c1ccncc1	-4.3	-5.3	1	2	-3.0	-1	0	1.4	-7	6	-7
CN1CCCN(c2ccc([N+](=O)[O-])cc2)CC1	3.3	3.2	-4	2	0.4	17	-11	-1.1	-11	-3	6
O=C(c1ccc(F)cc1F)N1CCN(c2n[nH]c(=O)[nH]c2=O)CC1	0.9	3.0	4	9	1.2	5	6	2.3	0	2	-10
CCOC(=O)N1CCN(c2c(N3CCN(c4cc(C)ccc4C)CC3)c(=O)c2=O)CC1	2.1	0.3	15	-9	0.0	-26	1	0.8	4	-11	-5
CN(C)C(CNC(=O)c1cccc(S(=O)(=O)Nc2ccc(Br)cc2)c1)c1ccco1 (stereo unspecified)	5.9	2.5	10	-3	-0.4	5	0	7.4	-14	-7	-49
CC(NC(=O)CCl)c1ccccc1Br (stereo unspecified)	2.9	-0.4	-28	1	1.9	-3	3	-0.5	2	-6	3
O=C(Nc1nccs1)C1CCCN(S(=O)(=O)c2cccc3cccnc23)C1 (stereo unspecified)	1.5	1.0	14	-3	2.5	-4	3	0.1	-1	-4	0
CCOC(=O)[C@H]1[C@H]2COc3ccc(OC)cc3[C@@H]2N2C(=O)c3ccc(Cl)cc3NC(=O)[C@@]12C	2.3	1.4	-26	2	1.7	2	0	-3.3	9	0	15
COCCNC(=O)NC(=O)CN1CCCc2ccccc21	3.4	1.8	9	-9	-0.4	15	-4	0.1	-5	-4	-1
COc1ccc(-n2nc(C(=O)NCC(=O)NCc3ccc(F)cc3)c3ccccc3c2=O)cc1	-0.6	0.9	6	3	4.1	-5	-8	-0.4	3	2	2
CCOC(=O)c1cccc(NC(=O)/C=C/c2ccc3c(c2)OCO3)c1	2.4	-0.6	7	-3	0.9	-9	-2	0.0	-5	x	0
CC(C)OC(=O)CCC(=O)Nc1ccc(F)cc1	1.7	5.0	-16	-6	0.2	-21	-13	-1.2	2	-6	6
